TLR9-MyD88 inh: TLR9-MyD88 interaction inhibition | CHO BLA complementation TLR9-MyD88, CCF4 FRET ratio | 340,000 compounds, 0.21% hits | inhibition, % at 4.98 µM | Q9NR96+Q99836;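 active = inhibition above the mean over all tested compounds plus 3 SD, cut at about 21% in these data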;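 also: 0% = DMSO only wells and 100% = clavulanate BLA inhibitor control wells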
MC4R barr agon: human MC4R agonism via beta-arrestin; P32245; U2OS MC4R beta-arrestin complementation, luminescence; percent of melanotan II response, DMSO zero; activation, % at 8.9 µM; 360,000 compounds, 0.98% hits; AID 540308;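 active = activation above a per-plate cutoff, the mean activation of sample wells on that plate plus 3 SD, cut at about 8% in these data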
NCOA2 inhibitor: human SRC2 (NCOA2) inhibition. Q15596. HEK293 GAL4-SRC2 luciferase reporter, luminescence. inhibition, % at 9 µM. 370,000 compounds, 0.17% hits. AID 651957;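 active = inhibition above the mean inhibition of all tested compounds plus 3 SD, set per campaign, cut at about 52% in these data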;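 also: 0% = DMSO treated cells and 100% = cells given Gossypol at 36 µM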
Cardio protect: myocardial damage modulation in H9c2 cells; protection from H2O2 cell death, % at 20 µM; H9c2 cardiomyocytes, H2O2 injury protection, ATPLite, 2 h; 360,000 compounds, 0.63% hits; AID 588492;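 active = compounds giving at least 50% protection of heart cells from peroxide-induced death in the single-dose screen, raw or plate-pattern-corrected value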;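 also: 0% = DMSO wells with peroxide and 100% = DMSO wells without peroxide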
HTR2A ag: mouse HTR2A agonism via beta-arrestin recruitment; P35363; CHO-K1 mHTR2A beta-arrestin complementation, luminescence; percent of 30 µM serotonin response; activation, % at 7.6 µM; 360,000 compounds, 0.66% hits; AID 624169;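 active = activation above a run cutoff, the mean activation of all tested compounds plus 3 SD, cut at about 14% in these data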;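 also: 0% = plate median of compound wells and 100% = 30 µM serotonin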
ABHD5 PLIN5 PPI: ABHD5-PLIN5 protein interaction inhibition; Q00G26+Q8WTS1; Split G. princeps luciferase complementation, luminescence, 4 h; inhibition, % at 4 µM; 360,000 compounds, 0.78% hits; AID 602281;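 active = inhibition above the mean inhibition across every tested compound plus 3 SD, cut at about 22% in these data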;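 also: 0% = DMSO only wells and the 100% control is not disclosed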
N-glyco inh: blocks N-linked glycosylation in D54 reporter cells | reporter increase, % at 12.5 µM | AID 588692 | D54 ERlucT glycosylation luciferase reporter, 24 h; percent of 100 nM tunicamycin response | 360,000 compounds, 0.23% hits;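 active = mean luciferase reporter signal, scaled so untreated is 0 and the glycosylation-blocking control 100, at or above a set limit in every replicate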;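 also: luciferase carries N-glycosylation sites so blocking glycosylation raises the light; 0% = median of neutral control wells and 100% = median of 100 nM tunicamycin wells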
MC4R antag cAMP: blocks human MC4R cAMP signaling. MC4R-expressing cells, MTII-stimulated cAMP, LANCE TR-FRET. inhibition, % at 6.5 µM. 360,000 compounds, 0.48% hits. AID 540295. P32245;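 active = inhibition above its plate's cutoff, the mean of tested wells on that plate plus 3 SD, cut at about 29% in these data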;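 also: 0% = Melanotan II alone and 100% = Melanotan II plus saturating MCL0020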
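Test system: U2OS cells stably expressing human melanocortin 4 receptor (MC4R); also added: Melanotan II challenge; compound: 6.5 µM single dose; timing: 30-min compound preincubation, 1-h Melanotan II challenge, 1-h detection, room temperature; signal: Eu-cAMP/anti-cAMP TR-FRET, emission 671 nm; repeats: one well per compound, no replicates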
ABCB6 inh MLPCN: inhibitors of human ABC transporter ABCB6 | 360,000 compounds, 0.19% hits | fluorescence ratio to DMSO, % at 10 µM | AID 602162 | K562-ABCB6 porphyrin accumulation, flow cytometry, 1 h; active compounds read low | Q9NP58;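 active = fluorescence ratio to DMSO below 75%, the collection mean minus 3 SD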;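 also: signal is porphyrin accumulated inside mitochondria; 100% equals median channel fluorescence of DMSO control wells; lower ratio means ABCB6 inhibition with less porphyrin fluorescence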
NOD2-RIPK2 inh: blocks binding of human NOD2 to RIPK2 | inhibition, % at 4.98 µM | 360,000 compounds, 0.38% hits | CHO BLA complementation NOD2-RIPK2, CCF4 ratio | O43353 | AID 624267; in the data active = inhibition above about 21%;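 also: 0% = vehicle only and 100% = reference blocker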
Active calls of the source: *; . = no result given. The list is partial. The share of hits here may be higher or lower than overall.

cpd | canonical_smiles | NOD2-RIPK2 inh | TLR9-MyD88 inh | MC4R barr agon | NCOA2 inhibitor | MC4R antag cAMP | N-glyco inh | Cardio protect | HTR2A ag | ABCB6 inh MLPCN | ABHD5 PLIN5 PPI
1 | COC(=O)Nc1ccccc1C(=O)N1CCCCC1 | -4.0 | 7.5 | -0.6 | 3.5 | 2.6 | 1.8 | -1.8 | -3.0 | 97.0 | 0.6
2 | CCN1CCN(C(=O)c2cc3sccc3n2CC(=O)c2ccccc2)CC1 | 0.2 | 3.6 | 1.0 | -7.2 | -0.1 | -1.3 | -4.6 | -9.2 | 99.0 | 1.0
3 | O=C(/C=C/c1cccc([N+](=O)[O-])c1)NCCSCc1cccc(Cl)c1 | 5.0 | 7.5 | 5.4 | 15.4 | 0.8 | 1.8 | -2.8 | -4.3 | 102.0 | 5.4
4 | Cc1ccc(S(=O)(=O)N(C)CC(=O)NCC(c2ccco2)N(C)C)cc1 (centres undefined) | -4.4 | 6.8 | -2.4 | -11.2 | -4.7 | 0.1 | 5.7 | 7.7 | 96.0 | -3.7
5 | COc1ccc(S(=O)(=O)N2CCCc3ccccc32)cc1OC | -2.5 | -8.3 | -1.2 | -49.2 | -2.3 | -3.2 | 0.4 | 4.6 | 98.0 | 0.0
6 | CCn1ccnc1CN(C)Cc1nc(-c2ccc(C(=O)OC)cc2)no1 | 14.1 | 3.1 | 1.4 | -4.5 | 2.4 | 0.5 | -1.0 | -1.8 | 100.0 | -8.1
7 | Brc1ccc(-c2ccc(/C=N/Nc3nc4ccccc4[nH]3)o2)cc1 | 20.8 | 12.4 | -3.6 | -69.9 | 6.9 | -3.7 | -21.6 | 0.9 | 102.0 | -1.5
8 | CCOC(=O)c1c(C)n(C)c2cc(Br)c(O)c(O)c12 | -3.2 | -8.1 | 2.7 | -13.4 | -3.8 | -0.5 | 6.9 | 5.9 | 94.0 | 4.3
9 | Cc1ccc(C)c(NC(=O)CSc2nnc(CCCCCNC(=O)OC(C)(C)C)o2)c1 | -10.8 | -6.3 | -2.3 | 10.2 | 9.2 | -0.8 | -11.1 | 2.0 | 101.0 | -0.2
10 | Clc1ccc(-n2nnnc2-c2cnc3ccc(Cl)cc3c2-c2ccccc2)cc1 | -7.7 | -8.2 | -2.5 | 12.6 | -1.8 | 2.0 | -0.9 | 6.8 | 96.0 | -4.8
11 | Cc1ccc(-n2c(SCC3CCCCO3)nnc2-c2ccco2)cc1 (centres undefined) | 3.7 | 8.9 | 0.7 | -12.3 | 9.4 | -4.3 | -4.8 | 1.7 | 109.0 | 8.2
12 | C[C@@H](NC(=O)OC(C)(C)C)C(=O)NCC1CCC(C(=O)N[C@@H](Cc2ccccc2)C(=O)O)CC1 (some centres undefined) | 3.8 | -0.6 | -2.0 | -13.2 | 3.0 | 1.1 | 1.7 | -4.9 | 98.0 | 3.3
13 | O=C(CN1CCN(Cc2ccccc2)CC1)c1ccccc1 | -3.9 | -1.9 | -2.3 | -0.7 | -1.2 | -0.8 | 6.8 | -0.5 | 103.0 | -7.7
14 | COC(=O)CCNc1ccc2c(c1)OCCO2 | -5.2 | 3.5 | -0.7 | 48.0 | -2.5 | -9.2 | -6.7 | 1.1 | 102.0 | -3.7
15 | O=C(Nc1ccccc1)c1cc(C2CCCCN2S(=O)(=O)Cc2cccc(C(F)(F)F)c2)on1 (centres undefined) | 8.5 | . | 0.0 | -17.9 | 2.2 | -3.2 | 2.4 | 1.1 | 92.0 | -1.4
16 | Cc1csc(NC(=O)CCCC(=O)c2ccccc2)n1 | -4.9 | -17.5 | -0.3 | -8.4 | -0.2 | -3.0 | 4.6 | 2.8 | 101.0 | -7.2
17 | Oc1ccccc1CN1CCN(C(c2ccccc2)c2ccccc2)CC1 | -2.1 | -23.6 | 2.3 | 24.9 | -8.0 | -7.5 | -5.5 | -3.4 | 99.0 | 2.5
18 | COc1cc(C)ccc1OCCCOc1ccccc1Br | -10.4 | 6.5 | -0.6 | -47.9 | -0.2 | -0.8 | -14.9 | 3.9 | 94.0 | -7.1
19 | Cn1c(CO)cnc1SCc1c(Cl)cccc1Cl | -2.5 | -6.7 | 2.1 | 8.7 | 7.3 | -1.1 | 3.1 | 2.6 | 95.0 | -2.7
20 | Cc1sc2ncnc(SCc3ccco3)c2c1C | 2.6 | -2.2 | -0.3 | -0.5 | -7.0 | -4.3 | -12.4 | 0.3 | 83.0 | -1.6
21 | O=C(NCc1ccccn1)c1ccc2c(=O)n(CCc3ccccc3)c(=O)[nH]c2c1 | -6.7 | 2.3 | 1.2 | 10.7 | 20.3 | -0.6 | 15.7 | 3.9 | 102.0 | -4.7
22 | COc1cc(C(=O)Nc2ccc3nc(N4CCN(C)CC4)cc(C)c3c2)cc(OC)c1OC | -4.6 | -2.5 | -1.5 | -12.7 | -7.5 | 3.1 | 19.5 | -9.1 | 103.0 | 3.6
23 | CCCCC(=O)N(C)c1c(CC)nc2c(OCc3cc(Cl)cc(Cl)c3)cccn12 | -0.3 | . | -1.3 | 3.8 | -1.9 | -2.1 | -8.1 | -0.9 | 93.0 | 0.9
24 | CCOC(=O)c1oc2c(c1C)C(=O)CCC2 | 1.7 | 2.4 | -1.8 | -5.9 | -1.4 | 1.9 | 1.3 | 1.1 | 99.0 | -6.1
25 | O=C(CNc1ccccc1-c1ccccc1)NCc1ccccc1 | -0.6 | 0.8 | -0.6 | -38.0 | 2.4 | -1.8 | -1.6 | -2.0 | 98.0 | 2.2
26 | COc1cc(CNCCc2ccc(S(N)(=O)=O)cc2)ccc1OCC(=O)NC1CCCCC1 | -8.8 | 2.6 | 0.0 | 2.8 | -0.8 | -2.7 | 14.5 | -3.2 | 93.0 | 0.0
27 | CCCCN(C(=O)C1CSC2(C)CCC(=O)N12)c1c(N)n(Cc2ccccc2)c(=O)[nH]c1=O (centres undefined) | -11.0 | -4.3 | 1.2 | 9.4 | 8.4 | 0.6 | 5.9 | -4.4 | 100.0 | -8.7
28 | O=C(c1ccc(Br)cc1)c1cc([N+](=O)[O-])ccc1N1CCCCC1 | 6.1 | -4.9 | -2.6 | 24.6 | -18.9 | 3.8 | -4.3 | -3.8 | 98.0 | -5.1
29 | CC(C)c1ccc(NC(=S)Nc2ccc3cn[nH]c3c2)cc1 | -1.9 | -2.8 | 2.6 | 4.5 | 21.2 | 2.0 | -23.6 | -1.2 | 99.0 | -10.8
30 | CC(C)[C@H](NC(=O)N1CCn2c1nc1ccccc12)C(=O)NC1CCCCC1 | 1.2 | -7.9 | 1.2 | 8.4 | 6.4 | 2.1 | -5.1 | 9.9 | 105.0 | 2.7
31 | CCCOc1ccc(N2CC(C(=O)Nc3ccccn3)CC2=O)cc1 (centres undefined) | 0.9 | 7.2 | -1.8 | 0.6 | -0.2 | 3.8 | 6.4 | 3.6 | 104.0 | 5.2
32 | COc1cc(C(=O)NCCOc2ccccc2C)c(Br)c(OC)c1OC | -12.0 | -4.0 | -0.3 | 16.7 | 0.8 | -1.7 | 3.1 | -0.2 | 105.0 | -2.8
33 | CCOC(=O)N1CCC(N2Cc3cccc(C(=O)Nc4ccc(OCC)cc4)c3C2=O)CC1 | -8.0 | -9.0 | -1.8 | -11.6 | -2.1 | 2.1 | 25.1 | -1.9 | 90.0 | -2.9
34 | CCOC(=O)N1CCN(Cc2nc3cc(NC(=O)c4cccs4)ccc3n2CC)CC1 | -7.9 | 1.1 | -2.1 | -4.6 | 1.0 | 7.9 | 5.8 | 1.3 | 106.0 | -0.2
35 | CCc1nc2ccc(C(=O)Nc3ccc(OC)c(OC)c3)cn2c1N(CC)CCOC | 4.0 | . | 0.9 | -1.4 | 3.7 | -0.1 | 6.4 | 6.6 | 89.0 | 1.7
36 | O=C1N2CCSC2=NC1(Nc1ccccn1)C(F)(F)F (centres undefined) | 4.2 | -0.6 | 0.3 | -11.3 | 16.3 | 0.8 | 6.1 | 4.5 | 104.0 | 2.7
37 | O=C(Nc1ccccn1)c1ccc(Cl)c([N+](=O)[O-])c1 | -2.3 | . | -0.4 | 3.5 | 3.9 | -2.6 | 10.4 | -2.3 | 97.0 | 0.4
38 | CCOC(=O)C1CCN(C(=O)CCc2ccc(S(=O)(=O)NCC(C)C)cc2)CC1 | 3.0 | -6.3 | 0.2 | -8.9 | 20.0 | -0.5 | 2.2 | 3.6 | 99.0 | 6.0
39 | COCCNC(=O)c1onc(CSc2ccncc2)c1C(=O)NCCOC | -5.4 | -1.8 | -0.3 | 7.5 | 2.5 | 0.5 | 10.6 | 7.4 | 106.0 | 4.4
40 | CCC(Sc1ncccc1C(=O)OCCN1CCCC1=O)C(=O)NCc1ccco1 (centres undefined) | -2.4 | 0.8 | -3.0 | 10.3 | -1.1 | -0.4 | 1.2 | 1.0 | 91.0 | -0.4
41 | O=C(CS(=O)(=O)Cc1ccccc1)Nc1ccccn1 | -5.4 | 7.0 | 0.4 | -3.2 | -4.7 | 4.1 | 17.0 | -1.5 | 96.0 | -7.4
42 | CC12CN(Cc3ccccc3)CC(C)(CN(Cc3ccccc3)C1)C2=NO | -3.5 | 4.8 | -2.1 | 23.1 | 4.4 | -0.3 | 0.8 | -0.3 | 91.0 | -5.0
43 | O=C1COc2ccc(C(=O)COC(=O)CCSc3ccc(Cl)cc3)cc2N1 | -4.5 | 12.2 | 18.7* | 13.4 | 6.2 | 1.2 | -2.0 | -3.1 | 95.0 | -4.5
44 | Cc1ccc(N2CCN(C(=O)c3cccs3)CC2)cc1C | 4.8 | -5.5 | 0.8 | -34.0 | 2.1 | -1.2 | -4.8 | 2.1 | 96.0 | 2.9
45 | CCn1c(SC/C=C/c2ccccc2)nnc1-c1cnccn1 | 0.2 | 2.8 | -2.4 | -11.6 | 0.5 | 0.0 | -0.5 | -6.3 | 99.0 | -8.8
46 | Cc1cccn2c(=O)c(C=O)c(Nc3ccccc3)nc12 | -9.9 | -4.3 | -1.3 | . | -0.6 | 4.1 | 1.2 | 5.8 | 98.0 | 0.0
47 | Cc1cc(Cl)cc2c(N=Nc3ccccc3C(=O)O)c(O)[nH]c12 | -7.6 | -7.0 | -1.0 | -17.4 | 10.3 | 3.0 | 4.2 | -1.0 | 96.0 | -2.5
48 | CCOc1cc(Br)c(Br)c(C=Nc2ccc(NC(C)=O)cc2)c1O | 8.8 | 9.7 | -2.2 | 0.3 | 8.4 | 0.4 | 93.9* | -4.8 | 90.0 | -5.5
49 | CC(CCC(=O)O)(c1ccc(O)cc1)c1ccc(O)cc1 | -0.5 | -5.3 | -1.3 | -5.1 | -0.2 | -1.0 | 4.9 | 1.3 | 92.0 | -4.5
50 | CCc1ccc(NC(=S)N2CCCCCCC2)cc1 | 2.0 | -4.5 | -1.5 | -61.3 | 8.6 | -3.3 | -15.4 | -6.1 | 96.0 | -4.3
51 | NS(=O)(=O)c1cccc(NC(=O)CSc2ncc(C(F)(F)F)cc2Cl)c1 | 0.7 | 1.5 | 2.7 | 6.1 | 0.3 | 0.0 | -2.5 | 0.9 | 97.0 | -0.6

Screening data as filed in PubChem.
